Statin myotox sup: suppressors of statin myotoxicity in C2C12 myotubes, primary screen, cell-based, single point, plate reader; C2C12 myotubes + simvastatin, ATP luminescence, 48 h; scaled: DMSO 0, geranylgeraniol control 100; rescue of ATP level, % at 7.49 µM; 330,000 tested, 0.78% active; AID 602340, 2012;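 active means mean ATP rescue above about 67%, or every replicate alone reaching that limit, limit read from the data, passing the limit was not always enough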;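 further: myotubes were challenged with 10 µM simvastatin during compound exposure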
XiGFP reactiv: activators of inactive X chromosome reactivation, primary screen, imaging, XiGFP fibroblasts, GFP high-content imaging, set 2; activation, % at 7.58 µM; XiGFP mouse fibroblasts, % GFP-positive cells imaging, 3 d; cells co-treated with 5-aza-dC sensitizer; scaled so ellipticine positive control = 100%; 360,000 tested, 0.055% active;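 active means mean normalized replicate activation at least 10% and every replicate at or above 10%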;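 further: 0% = median of on-plate neutral control wells and 100% = ellipticine 6 µM median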
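System: XiGFP fibroblasts, SV40-immortalized. Medium: DMEM plus 5-aza-dC sensitizer. Doses: single point. Timing: 3 d treatment, 15 min room-temperature fixation. Control set: ellipticine 6 µM.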
S100A4 MyoIIA: inhibitors of S100A4-myosin IIA peptide binding, primary screen, biochemical, fluorescence polarization, TAMRA-MyoIIA peptide | Protein S100-A4 (Homo sapiens), P26447 | inhibition, % at 10.7 µM | 360,000 tested, 0.14% active | AID 652163, 2013;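 active means mean inhibition of at least 70% across replicates, with every replicate also reaching that level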
Target sequence (P26447 whole entry, looked up): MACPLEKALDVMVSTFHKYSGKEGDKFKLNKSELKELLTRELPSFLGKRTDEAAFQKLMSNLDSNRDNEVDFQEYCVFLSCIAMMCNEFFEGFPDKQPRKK
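incubation = readout 5 min after mixing, signal stable up to 60 min | system = S100A4 monomer protein | buffer or medium = HEPES pH 7.2 with CaCl2, KCl, NaCl, DTT, Triton | benchmarks = neutral control DMSO, positive control TFP | also added = fluorescent myosin IIA peptide, 5 nM | compound dosing = one concentration per compound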
Cneo AK release: Cryptococcus neoformans cell lysis inducers, primary screen, AK release luminescence, single concentration | lysis activity, % at 15 µM | AID 651654, 2012 | 360,000 tested, 0.2% active | C. neoformans lysis, adenylate kinase release luminescence, 4 h; normalised: neutral wells 0, clomiphene wells 100;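 active means mean lysis activity across replicates of at least 80%, whatever share of replicates individually reach that level; inactive means mean lysis activity below 80%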
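Material – Cryptococcus neoformans yeast cells · Quantity – 5 × 10^6 yeast cells/mL · Buffer or medium – YPD medium · Compound – single dose · Timing – 4 h static compound exposure, 37 °C, read 1 h post-reagent · Signal – adenylate kinase release luminescence · Read-out basis – lysis from increased AK signal · Benchmarks – Clomiphene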
SIRT5 inh: SIRT5 desuccinylase inhibitors, primary screen, biochemical, fluorescence imaging, single point, set 5. NAD-dependent protein deacylase sirtuin-5, mitochondrial (Homo sapiens), Q9NXA8. Purified SirT5, succinyl-peptide AMC, trypsin-coupled fluorescence. inhibition, % at 15 µM. 330,000 tested, 1.1% active. AID 652115, 2013; in the data active means inhibition above about 15%
Target sequence (Q9NXA8 whole entry, looked up): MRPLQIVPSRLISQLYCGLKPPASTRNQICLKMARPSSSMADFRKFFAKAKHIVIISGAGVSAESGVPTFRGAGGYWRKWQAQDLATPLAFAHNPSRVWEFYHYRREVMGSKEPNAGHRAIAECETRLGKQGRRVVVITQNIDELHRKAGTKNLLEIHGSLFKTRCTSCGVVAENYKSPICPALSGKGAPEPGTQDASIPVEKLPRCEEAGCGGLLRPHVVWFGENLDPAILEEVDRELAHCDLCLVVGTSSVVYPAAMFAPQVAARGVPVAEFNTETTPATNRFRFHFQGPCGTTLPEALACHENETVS
PGC1a acetyl inh: inhibitors of PGC1a acetylation signal, primary screen, cell-based, U2OS, AlphaScreen, inhibitor mode | AID 651687, 2012 | AlphaScreen anti-acetyl-lysine; with virally co-expressed GCN5 acetyltransferase | 350,000 tested, 0.17% active | inhibition, % at 15.6 µM;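 active means every replicate shows inhibition of at least 40%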;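 further: 0% = neutral control wells and 100% = positive control wells; some results beyond the cut were filed as inactive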
LGR2 inh: inhibitors of bursicon-induced LGR2 CRE-luciferase signal, primary screen, cell-based, HEK293, CRE-luciferase reporter, bursicon stimulation; bursicon-stimulated, 4 h; 380,000 tested, 0.35% active; inhibition, % at 9.99 µM;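 active means drop in luminescence signal, shown as inhibition above about 50% in the replicate tests, limit read from the data, passing the limit was not always enough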;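 further: agonist challenge used bursicon conditioned medium at about half maximal strength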
ERAP1 HTS inh: human ERAP1 aminopeptidase inhibitors, primary screen, biochemical, single point, plate reader. recombinant ERAP1, Leu-AMC fluorescence, 60 min. inhibition, % at 10.7 µM. 340,000 tested, 0.15% active. Endoplasmic reticulum aminopeptidase 1 (Homo sapiens), Q9NZ08;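 active means mean replicate inhibition of at least 30%, or all replicates individually reaching that 30% level; inactive means mean below 30% and not every replicate reaching it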;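 further: 0% = neutral control wells and 100% = L-leucinethiol positive control wells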
An asterisk follows results filed as active; · = not tested or not shown; & = joins results of further samples. An excerpt, so the mix of outcomes need not match the whole.

#1 CCOC(=O)C1(CCCc2ccccc2)CCN(C(=O)Cn2nc(C)nc2C)CC1
#2 CCCCCCCCC(=O)N/N=C/c1ccccn1
#3 Cc1nc(NC(=O)/C=C/c2ccccc2)sc1C(=O)NCCO
#4 CNC[C@H]1[C@@H](c2ccc(C#CCC3CCCC3)cc2)[C@@H](CO)N1C(=O)C1CCC1
#5 CC(C)C[C@@H]1CN=C(N)N1C[C@@H]1CCCN1C[C@H](C)N1C[C@@H](Cc2ccccc2)N(CCCC2CCCC2)C1=N
#6 Cc1ccc2c(CC(=O)NCc3cccs3)coc2c1
compound no.	1	2	3	4	5	6
Statin myotox sup	·	-8	9	·	-30	·
XiGFP reactiv	0.0	·	0.0	0.0	0.1	0.0
S100A4 MyoIIA	0	1	2	-2	-3	1
Cneo AK release	-1	-1	-3	·	4	-1
SIRT5 inh	9	-3	2	5	-9	0
PGC1a acetyl inh	-5	-5	0	·	·	·
LGR2 inh	32	9	-20	4	-10	-31
ERAP1 HTS inh	-3	1	5	0	4	3

#7 Cc1cc2c(cc1S(=O)(=O)NCCc1ccccc1)NC(=O)CO2
#8 CCOC(=O)C1(Cc2ccccc2)CCN(CC2CC=CCC2)CC1 (centres undefined)
#9 COc1ccc2c3c(n(C)c2c1)[C@H](CO)N(C(=O)Cc1ccccn1)CC31CN(C)C1
#10 Cc1cc(=O)oc2c(C)c3occc3cc12
#11 C[C@@H](O)C#Cc1ccc([C@@H]2[C@H]3CN(S(=O)(=O)c4ccccc4)CCCCN3[C@H]2CO)cc1
#12 CCN1CCN(C(C)CCc2ccccc2)CC1 (centres undefined)
compound no.	7	8	9	10	11	12
Statin myotox sup	22	·	·	-14	·	7
XiGFP reactiv	-0.1	0.2	0.2	0.3	0.2	0.0
S100A4 MyoIIA	0	0	4	-1	-3	-3
Cneo AK release	·	·	·	-1	0	-2
SIRT5 inh	-2	-7	·	-2	-4	-3
PGC1a acetyl inh	10	-1	3	·	0	·
LGR2 inh	-8	-17	0	-4	-8	11
ERAP1 HTS inh	0	-1	1	4	-1	0

Record cards, from the list above. Values in the order: Statin myotox sup | XiGFP reactiv | S100A4 MyoIIA | Cneo AK release | SIRT5 inh | PGC1a acetyl inh | LGR2 inh | ERAP1 HTS inh
CCN1CCN(C(C)CCc2ccccc2)CC1 (centres undefined) across the screens: 7 | 0.0 | -3 | -2 | -3 | · | 11 | 0
Cc1cc2c(cc1S(=O)(=O)NCCc1ccccc1)NC(=O)CO2 across the screens: 22 | -0.1 | 0 | · | -2 | 10 | -8 | 0

Next part
#13 CCC(=O)N1Cc2cc(C(=O)N3CCN(C)CC3)nc(-c3cccc(-c4cccnc4)c3)c2[C@@H]1CCO
#14 CCN(CCO)Cc1cc(=O)oc2c(C)c(C)ccc12
#15 CCC(C)N(C(=O)CSc1nnc2ccccn12)C1CCS(=O)(=O)C1 (centres undefined)
#16 CCOC(=O)C(C)N1CC(=O)N(c2ccccc2)C1=O (centres undefined)
#17 COc1cc2c(cc1OC)C(c1cc([N+](=O)[O-])ccc1O)NCC2 (centres undefined)
#18 O=C(CNS(=O)(=O)c1ccc([N+](=O)[O-])cc1)N/N=C\c1ccc(O)cc1
compound no.	13	14	15	16	17	18
Statin myotox sup	·	-15	16	-1	·	5
XiGFP reactiv	-0.1	·	0.0	0.0	0.1	0.2
S100A4 MyoIIA	-3	-9	5	-1	-4	-3
Cneo AK release	·	0	5	-1	·	1
SIRT5 inh	-1	-8	-3	-5	3	1
PGC1a acetyl inh	11	27	-1	7	1	2
LGR2 inh	-17	-1	-5	2	-41	-1
ERAP1 HTS inh	-2	0	-4	2	3	-1

#19 O=C(C[C@@H]1CC[C@H]2[C@@H](COC[C@@H](O)CN2CCC(F)(F)F)O1)N1CCC(Cc2ccccc2)CC1
#20 Cc1nc(CN2CCN(C(=O)NC3(c4ccccc4)CC3)CC2)cs1
#21 CC(=O)Nc1ccc(S(=O)(=O)Nc2ccc3c(c2)n(C)c(=O)n3C)c(C)c1
#22 CN(Cc1ccccc1)C(=O)C1CCCN(Cc2cccc(Cl)c2)C1 (centres undefined)
#23 COc1cc(/C=N/Nc2nc(=O)[nH]nc2C)cc(OC)c1O
#24 O=C(COC(=O)/C=C/c1cccs1)Nc1ccccc1Cl
compound no.	19	20	21	22	23	24
Statin myotox sup	60	12	9	11	·	·
XiGFP reactiv	-0.1	·	-0.1	0.0&0.3	0.0	0.0
S100A4 MyoIIA	3	·	1	-6&1	5	6
Cneo AK release	15	-9	1	0	·	·
SIRT5 inh	0	·	-1	-2&3	1	-1
PGC1a acetyl inh	-4	-2	-4	2	-2	·
LGR2 inh	7	13	22	15&3	-17	-10
ERAP1 HTS inh	0	·	-5	11	-5	1

Of the compounds above, 2 contain a nitro group on carbon.
#17 COc1cc2c(cc1OC)C(c1cc([N+](=O)[O-])ccc1O)NCC2 (centres undefined)
#18 O=C(CNS(=O)(=O)c1ccc([N+](=O)[O-])cc1)N/N=C\c1ccc(O)cc1
compound no.	17	18
Statin myotox sup	·	5
XiGFP reactiv	0.1	0.2
S100A4 MyoIIA	-4	-3
Cneo AK release	·	1
SIRT5 inh	3	1
PGC1a acetyl inh	1	2
LGR2 inh	-41	-1
ERAP1 HTS inh	3	-1

Further structures.
#25 CCC(CC)C(=O)Nc1cccc(C(=O)Nc2ccc(S(=O)(=O)Nc3ccc(C)cc3)cc2)c1
#26 COCCNS(=O)(=O)c1ccc(OCC(=O)N2CCc3ccccc3C2)c(Cl)c1
#27 C=C(CC[C@@H](O)C(C)(C)O)[C@H]1CC[C@]2(C)[C@@H]1CCC1[C@@]3(C)CC[C@H](O)C(C)(C)C3CC[C@]12C (some centres undefined)
#28 CC(C)NC(=O)N(C)C[C@H]1Oc2c(NS(=O)(=O)c3ccc(F)cc3)cccc2C(=O)N([C@H](C)CO)C[C@@H]1C
#29 Cc1ccc(C)c(OCCC(=O)NNC(=O)Cn2nc(C)cc2C)c1
#30 Cc1cc(C)n(-c2ccc(C(=O)NC3CCCCC3)cc2)n1
compound no.	25	26	27	28	29	30
Statin myotox sup	-3	15	13	-4&-1	·	·
XiGFP reactiv	·	0.1	0.1	-0.1&-0.3	0.0	0.0
S100A4 MyoIIA	·	7	-1	-6&2	1	2
Cneo AK release	11	0	3	-1&1	·	·
SIRT5 inh	·	-2	0	-2	-1	2
PGC1a acetyl inh	-14	·	·	-1&0	·	-4
LGR2 inh	16	3	·	-9&-13	-3	-15
ERAP1 HTS inh	·	-4	0	1&3	3	-2

#31 C/C(=N\NC(=O)c1cc(O)ccc1O)c1cccc(NC(=O)c2cccc(Cl)c2)c1
#32 COc1c(Br)cc(/C=N/n2c(-c3ccccc3)n[nH]c2=S)c(O)c1Br
#33 O=C(CN1CCN(S(=O)(=O)c2cccs2)CC1)N1CCCCC1
#34 CCn1c(CNC(=O)C2CCCCC2)cc2cc(C)ccc21
#35 C=Cn1ccnc1P(=S)(c1ccc2c(c1)c1ccccc1n2CC)c1nccn1C=C
#36 Cc1ccc(S(=O)(=O)Nc2cccc3c2O[C@H](CN(C)C(=O)NC2CCCCC2)[C@@H](C)CN([C@@H](C)CO)C3=O)cc1
compound no.	31	32	33	34	35	36
Statin myotox sup	·	8	24	-4	-36	-20
XiGFP reactiv	0.2	0.3	0.4	0.0	·	0.1
S100A4 MyoIIA	1	-4	-2	7	·	10
Cneo AK release	-1	0	-3	-1	-5	35
SIRT5 inh	4	-5	-2	-3	·	3
PGC1a acetyl inh	3	·	1	-10	-1	-2
LGR2 inh	-8	-5	24	0	7	-13
ERAP1 HTS inh	-1	0	-1	-3	·	0

#37 CCCSc1ccc([C@H]2N[C@@](C)(C(=O)OC)[C@H]3C(=O)N(C)C(=O)[C@@H]23)cc1
#38 CC1CCN(C(=O)C(=O)c2cn(CC(=O)N3CCCC3)c3ccccc23)CC1
#39 COc1cc(C(=O)OCC(=O)N(CC(C)C)C2CCS(=O)(=O)C2)cc(OC)c1C (centres undefined)
#40 COc1ccc(S(=O)(=O)NCC(=O)N(CC(=O)NCC2CCCO2)Cc2ccc(F)cc2)cc1 (centres undefined)
#41 CN(Cc1ccccc1Cl)C(=O)CCNC(=O)c1ccco1
#42 COc1cc(C(=O)Oc2cccc(C)c2)cc(OC)c1OC
compound no.	37	38	39	40	41	42
Statin myotox sup	3	·	10	3	-3	117*
XiGFP reactiv	-0.7	0.0	-0.1	0.0	0.3	·
S100A4 MyoIIA	-1	2	-3	-3	1	·
Cneo AK release	1	1	4	1	·	2
SIRT5 inh	·	1	-3	-1	0	·
PGC1a acetyl inh	·	3	-1	-14	·	0
LGR2 inh	-2	-3	-25	8	-10	-6
ERAP1 HTS inh	-3	3	2	1	4	·

#43 Cc1ccc(NS(=O)(=O)c2cc3c4c(cccc4c2)C(=O)NC3=O)cc1C
#44 CN(Cc1cccc(Cl)c1Cl)C(=O)c1cc(S(=O)(=O)N2CCOCC2)ccc1F
#45 C[C@@H](NC(=O)C[C@H]1C=C[C@H](NC(=O)C2CC2)[C@H](CO)O1)c1ccccc1
#46 CCN(C(=O)CN1CCCc2cc(C)ccc21)c1c(N)n(Cc2ccccc2)c(=O)[nH]c1=O
#47 COc1ccc(-c2c(-c3cc(OC)cc(OC)c3)n(C)c3ccc(-c4cnc(N)nc4)cc23)cc1
#48 CN(C)C(=O)c1ccc(-c2cccc(-c3nc(C(=O)NC4CCCC4)cc4c3[C@H](CCO)N([S@@](=O)C(C)(C)C)C4)c2)cc1
#49 COc1cc(OC)cc(C(=O)Nc2cccc3cccnc23)c1
#50 CCOC(=O)C1=C(C)N=c2s/c(=C\c3ccc(OCC(=O)O)cc3)c(=O)n2C1c1ccc(OC(C)C)cc1 (centres undefined)
compound no.	43	44	45	46	47	48	49	50
Statin myotox sup	-2	2	-3	0	-2	8	-11	6
XiGFP reactiv	-0.1	0.1	5.0	-0.1	0.0	0.0	0.1	0.0
S100A4 MyoIIA	-1	1	-1	-32	-1	-15	-2	·
Cneo AK release	-2	-1	50	-1	1	6	2	-4
SIRT5 inh	12	-1	-1	0	-8	3	5	·
PGC1a acetyl inh	17	·	-8	-4	-38	-2	-9	-4
LGR2 inh	11	5	4	1	-15	4	13	-19
ERAP1 HTS inh	-1	3	0	0	6	0	-1	·

Screens: PubChem, Broad Institute
